High-throughput results from PubChem BioAssay.
PP5 inh = PP5 (human) phosphatase inhibition | inhibition, % at 6.7 µM | purified PP5c, OMFP substrate fluorescence | P53041 | 0.18% of 320,000 active | AID 1987;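 active = inhibition above the campaign's mean inhibition across all tested compounds plus 3 SD, cut at about 9.5% in these data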;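 also: 0% = DMSO only and 100% = 100 µM cantharidin control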
JMJD2C inh = inhibitors of human GASC-1 (JMJD2C) demethylase. Q9H3R0. GST-JMJD2C(1-420) H3K9me3 demethylation, DELFIA europium. inhibition, % at 2.35 µM. 0.069% of 330,000 active. AID 2099;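 active = more than half of a compound's replicate wells show inhibition beyond 50%, single wells judged on their own value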;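 also: signal counts dimethyl H3K9 product captured on neutravidin plate; 0% = median of DMSO wells and 100% = 0.3 times that DMSO median; strong numbers were not always called active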
Target sequence (Q9H3R0 1-420 limits assumed): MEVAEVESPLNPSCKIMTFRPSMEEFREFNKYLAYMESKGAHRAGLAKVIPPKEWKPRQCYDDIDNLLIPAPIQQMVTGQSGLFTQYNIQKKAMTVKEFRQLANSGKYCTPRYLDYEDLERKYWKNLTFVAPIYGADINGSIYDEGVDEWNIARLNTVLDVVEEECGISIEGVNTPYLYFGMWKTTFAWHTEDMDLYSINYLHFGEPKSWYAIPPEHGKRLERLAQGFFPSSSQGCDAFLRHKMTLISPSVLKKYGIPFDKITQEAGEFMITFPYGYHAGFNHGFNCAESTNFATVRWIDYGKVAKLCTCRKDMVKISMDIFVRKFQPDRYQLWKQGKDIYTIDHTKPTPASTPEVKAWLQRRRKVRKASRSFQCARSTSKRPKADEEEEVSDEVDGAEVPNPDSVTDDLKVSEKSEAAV
TPT1 inhibitor = blocks Candida albicans tRNA 2'-phosphotransferase | inhibition, % at 5 µM | recombinant caTPT1, FP RNA substrate dephosphorylation | 0.81% of 300,000 active;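 active = inhibition above the mean of all tested compounds plus 3 SD, set per screening campaign, cut at about 24% in these data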;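 also: plate controls were DMSO alone for no effect and ferristatin control at 100 nM for full effect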
Efflux pump inh = inhibitors of Candida antifungal efflux pumps expressed in yeast; inhibition, % at 10 µM; 0.44% of 330,000 active; S. cerevisiae Candida pump triplex, Nile Red efflux;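 active = plate passing quality check with inhibition over a set limit, or well fluorescence over plate mean plus 4 SD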;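 also: Nile Red retained in pooled yeast measured as flow cytometry median fluorescence; 0% = buffer negative control and 100% = Enniatin B positive control; higher means more Nile Red kept so more efflux inhibition; some compounds called inactive have numbers as strong as hits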
LYPLA2 counter = LYPLA2 (human) inhibition in PME1 counter-screen; O95372; recombinant LYPLA2, FP-Rh probe fluorescence polarization; inhibition, % at 5.9 µM; 0.38% of 320,000 active;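 active = inhibition above the screen-wide mean plus 3 SD, limit set per campaign, cut at about 26% in these data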;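 also: 0% = LYPLA2 with DMSO and 100% = wells lacking LYPLA2 enzyme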
Target sequence (O95372 whole entry, looked up): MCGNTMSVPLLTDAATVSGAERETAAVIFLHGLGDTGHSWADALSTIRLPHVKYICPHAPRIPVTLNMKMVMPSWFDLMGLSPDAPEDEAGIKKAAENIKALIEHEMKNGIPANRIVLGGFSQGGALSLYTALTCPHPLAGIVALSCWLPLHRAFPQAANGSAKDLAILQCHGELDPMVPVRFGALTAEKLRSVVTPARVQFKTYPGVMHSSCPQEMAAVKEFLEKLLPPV
core dimer inh = blocks dimerization of HCV core protein. TR-FRET GST/Flag-core106 dimerization, 1536-well. AID 1899. 0.33% of 300,000 active. inhibition, % at 5 µM;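 active = inhibition above the mean of all tested compounds plus 3 SD, set per screening campaign, cut at about 45% in these data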
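Test system: GST/Flag-tagged HCV core106 proteins; Medium: KF-containing HEPES buffer, pH 7.45, DTT, CHAPS, BSA; Times: compound-protein-antibody incubation 4 h at 22.5 °C; Detection: TR-FRET 671 and 617 nm emission; Benchmarks: wells lacking GST-core106 and wells with excess unlabelled core106.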
PREPL inh = human PREPL enzyme inhibition; Q4J6C6; recombinant PREPL, fluorescence polarization activity-based probe; inhibition, % at 5.96 µM; 0.68% of 320,000 active; AID 2751; in the data active = inhibition above about 43%;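 also: 0% = enzyme with DMSO and 100% = wells lacking enzyme; many of its hits are not listed in these tables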
PP1 inh = counter-screen for PP5 inhibitors: inhibitors of human PP1-alpha. inhibition, % at 6.7 µM. purified PP1alpha, OMFP fluorescence. 0.9% of 320,000 active. P62136;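 active = inhibition above the mean inhibition of all tested compounds plus 3 SD, computed separately for each screening campaign, cut at about 15% in these data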
Target sequence (P62136 whole entry, looked up): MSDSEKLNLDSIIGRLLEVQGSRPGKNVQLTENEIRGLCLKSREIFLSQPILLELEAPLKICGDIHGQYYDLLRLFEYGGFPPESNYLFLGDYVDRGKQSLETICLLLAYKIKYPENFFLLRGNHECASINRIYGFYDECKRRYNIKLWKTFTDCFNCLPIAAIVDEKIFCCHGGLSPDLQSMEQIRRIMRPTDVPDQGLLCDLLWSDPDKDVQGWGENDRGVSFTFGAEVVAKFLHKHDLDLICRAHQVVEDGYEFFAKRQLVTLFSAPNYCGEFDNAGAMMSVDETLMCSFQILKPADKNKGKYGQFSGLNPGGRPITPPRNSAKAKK
Fh CTSL1 inh = counter-screen for PFM18AAP inhibitors: inhibitors of F. hepatica cathepsin L1; recombinant F. hepatica cathepsin L1, Z-Leu-Arg-MCA fluorescence; inhibition, % at 5.96 µM; 0.49% of 300,000 active; AID 1906;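 active = inhibition above the mean of all tested compounds plus 3 SD, set per screening campaign, cut at about 17% in these data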;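 also: 0% = plate median of test compound wells and 100% = 1 µM Z-Phe-Ala-diazomethylketone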
* = called active by the depositor; . = not tested or not shown. Only part of the results is shown; rates above refer to the full screens.

A first look (five entries):
SMILES	PP5 inh	JMJD2C inh	TPT1 inhibitor	Efflux pump inh	LYPLA2 counter	core dimer inh	PREPL inh	PP1 inh	Fh CTSL1 inh
Cc1ccc(S(=O)(=O)N2CCCCC2)cc1C(=O)NCc1ccccn1	-0.2	-1	-1	0.0	-1	0	7	-4	0
O=C(Nc1cccc(-n2cnnn2)c1)c1ccc(OC(F)(F)F)cc1	1.0	22	-2	0.0	-9	0	1	-1	1
C/C(=C\c1ccccc1F)C1Nc2cccc3cccc(c23)N1	3.8	3	.	0.2	-10	.	22	-2	.
N#Cc1ccsc1NC(=O)CCS(=O)(=O)c1ccccc1	0.4	-16	4	0.2	10	5	-1	-2	-2
CN(CCc1ccccn1)C(=O)CCc1nnc(CCCc2ccccc2)o1	-1.2	-4	0	0.8	0	-2	12	-2	0

The listing, from the first entry:
SMILES	PP5 inh	JMJD2C inh	TPT1 inhibitor	Efflux pump inh	LYPLA2 counter	core dimer inh	PREPL inh	PP1 inh	Fh CTSL1 inh
Cc1ccc(S(=O)(=O)N2CCCCC2)cc1C(=O)NCc1ccccn1	-0.2	-1	-1	0.0	-1	0	7	-4	0
O=C(Nc1cccc(-n2cnnn2)c1)c1ccc(OC(F)(F)F)cc1	1.0	22	-2	0.0	-9	0	1	-1	1
C/C(=C\c1ccccc1F)C1Nc2cccc3cccc(c23)N1	3.8	3	.	0.2	-10	.	22	-2	.
N#Cc1ccsc1NC(=O)CCS(=O)(=O)c1ccccc1	0.4	-16	4	0.2	10	5	-1	-2	-2
CN(CCc1ccccn1)C(=O)CCc1nnc(CCCc2ccccc2)o1	-1.2	-4	0	0.8	0	-2	12	-2	0
CCC(Br)C(=O)Nc1ccc(OC)cc1 (configuration not stated)	0.9	-4	3	0.0	5	3	-4	-5	-2
O=C(CN1C(=O)c2ccccc2S1(=O)=O)c1ccccc1Cl	-0.4	-3	1	-0.4	-3	-3	-5	0	3
COc1cccc(Oc2cc(Cl)nc(N)n2)c1	2.5	11	1	-0.1	-3	-5	-1	2	0
O=C(Nc1ccc(N2CCOCC2)cc1)c1cc(-n2cnnc2)ccc1Cl	0.1	-2	-2	0.0	2	0	0	-3	1
NC(=O)c1ccc[n+](Cc2ccc(-c3ccccc3)cc2)c1	-1.0	-25	-6	-0.1	-2	12	2	4	0
COc1ccc(/C=N/NC(=O)C(=O)/C=C2\NC3(CCCC3)Cc3ccccc32)cc1	1.9	1	-5	-0.1	-16	21	3	7	-1
C=COc1ccc(N2C(=O)c3ccccc3OC2C)cc1 (configuration not stated)	-0.1	-13	0	0.2	1	-1	3	0	-8
COc1ccc(Cc2c(Cl)ncnc2Cl)cc1	0.2	4	-5	-0.1	8	-1	-3	0	4
CCCCn1c(N)c(N(CCC(C)C)C(=O)C2CC(=O)N(c3ccc4c(c3)OCCO4)C2)c(=O)[nH]c1=O (configuration not stated)	1.2	8	0	0.1	4	-2	10	-2	-1
Cc1csc(Nc2ccc(C(=O)O)cc2)n1	-1.7	-6	14	0.1	-3	2	-11	-1	2
O=C(Nc1ccc(Oc2ncnc3cc(Cl)ccc23)nc1)Nc1cccc(C(F)(F)F)c1	-0.2	1	2	0.1	-3	1	2	1	-3
O=C(Nc1ccccc1)C1CCCN(S(=O)(=O)c2ccc(-n3cnnn3)cc2)C1 (configuration not stated)	-0.1	-14	2	0.0	2	1	5	-1	1
CC(=O)N1CCN(C(=O)CSc2cc(C)c(Br)cc2C)CC1	-0.8	-46	-1	-0.4	5	10	3	-5	0
CCC1CCCCN1C(=S)Nc1ccc(S(=O)(=O)Nc2ncccn2)cc1 (configuration not stated)	-5.7	-40	1	0.1	-11	6	2	-2	2
Cc1ccc(S(=O)(=O)/C(C#N)=C/c2c(N3CCC(C(N)=O)CC3)nc3ccccn3c2=O)cc1	-0.8	-2	4	0.0	-18	-1	-7	0	1
COc1ccc(C2=NOC(C(=O)NCCCN3CCOCC3)C2)cc1 (configuration not stated)	0.9	0	1	0.0	-3	0	7	-5	-2
NS(=O)(=O)c1ccc(CCNC(=O)CSc2nc3ccccc3c3nc(CCN4CCCCC4)nn23)cc1	-0.7	-4	4	-0.2	-5	10	12	1	-1
CC(=O)CC1(C)OC(N)=C(C#N)C1(C#N)C#N (configuration not stated)	3.4	1	-23	0.0	-4	-27	-6	-1	-2
CCOC(=O)Cn1c(=O)c2c(nc(Br)n2CC(=O)OCC)n(C)c1=O	1.1	3	-2	0.1	1	1	-3	0	0
O=C(CCc1nnc(Cc2c[nH]c3ccccc23)o1)NCC1CC12CCCCC2 (configuration not stated)	-0.8	-10	0	0.0	1	1	13	-7	0
COc1ccc(S(=O)(=O)N2CCN(C(=O)c3cc(-c4ccc(Br)cc4)n[nH]3)CC2)cc1OC	4.1	13	-1	0.0	-21	22	0	1	5
CCOc1ccc(C2NC(=O)c3ccccc3O2)cc1OC (configuration not stated)	-0.3	-4	-5	-0.1	-5	-12	18	-3	6
CN1C(=O)C(O)(CC(=O)c2ccccn2)c2cc(Br)ccc21 (configuration not stated)	0.8	2	1	-0.2	-4	0	-14	-3	1
Nc1ccc(-c2nc3cc(N)ccc3n2CCO)cc1	1.2	-12	-3	-0.1	6	-3	6	-2	0
O=C(Nc1ccccc1C1CC1)c1cccs1	-0.2	-29	-6	-0.1	8	-5	-4	0	-2
Cc1cc(C)nc(NC(=S)Nc2ccc(F)cc2F)c1	-0.7	0	-4	0.1	0	8	6	3	-4
CCc1cccc(NS(=O)(=O)c2ccc3c(c2)n(C)c(=O)n3C)c1	-0.7	-4	-2	-0.1	3	4	2	0	1
Cc1cccc(-c2nnc3n2N=C(c2ccc(Br)cc2)CS3)c1	2.2	-4	-2	0.2	0	-12	7	-1	2
Nc1nnc(C(c2ccccc2)c2ccccc2)s1	-1.3	140	0	0.0	5	-3	14	-7	1
COc1cc(OC)cc(C(=O)NC(=S)Nc2ccc(N3CCCC3)cc2)c1	1.4	11	-6	0.3	-1	9	-2	1	-1
O=C(Nc1nnc(-c2ccco2)o1)c1cccc2ccccc12	-0.7	4	-1	0.0	2	-1	8	-2	3
CC(C)(C)NC(=O)COC(=O)c1ccc(S(=O)(=O)N2CCCC2)cc1	-1.7	0	-1	-0.1	-2	1	-6	1	-4
Cc1ccc(OC2CCN(C(=O)C3CCC(=O)N(C4CC4)C3)CC2)cc1 (configuration not stated)	0.9	-12	3	0.0	-2	9	13	-6	4
NS(=O)(=O)c1ccc(NC(=S)N2CCN(S(=O)(=O)c3ccc(F)cc3)CC2)cc1	1.4	4	-5	-0.4	-1	-7	7	-1	-1
COc1cc(C2NC(=O)C(C#N)=C(S)N2c2ccccc2)ccc1OC(C)C (configuration not stated)	1.8	20	-3	0.0	1	4	-4	-5	-1
CCOC(=O)c1cc(-c2csc(COc3ccccc3Cl)n2)on1	0.3	-2	0	0.0	-1	1	-10	-2	-3
C=CCn1c(C)nnc1SCC(=O)NC1CC1	-0.2	-10	2	0.3	-2	-6	11	-1	-2
COc1cc(NS(=O)(=O)c2ccc(C)c(C)c2)c(OC)cc1Cl	3.6	-6	1	0.0	4	-4	5	1	-2
O=C(CSc1ncccn1)Nc1ccc2[nH]c(=O)[nH]c2c1	1.0	-20	1	-0.2	2	-1	7	4	-5
Cc1cc(C)cc(N(C(=O)CCC(=O)Nc2cc(C)on2)C(C(=O)NC2CCCC2)c2ccco2)c1 (configuration not stated)	1.8	7	-2	0.0	3	3	15	-3	1
Cc1cc(Cl)ccc1OCCCC(=O)N1CCCc2ccccc21	4.5	-5	-2	-0.1	3	0	7	7	0
CNS(=O)(=O)c1cn(CC(=O)NCc2ccc(OC)cc2)cc1S(=O)(=O)NC	3.8	-1	3	0.3	4	2	1	1	0
CC(=O)C1=C(C)OC(N)=C(C#N)C1c1cccnc1 (configuration not stated)	-0.9	-21	-8	-0.2	0	3	0	-3	1
O=C(c1cccnc1)N1CCCc2ccccc21	0.3	-5	1	0.2	4	6	6	-4	-3
Cc1ccc2nc(SCC(=O)NC3CCCCC3)nc(=O)n2c1	0.9	-6	-2	-0.2	2	2	-12	-9	-3
Cc1ccc(NC(=O)CCN2C(=O)c3ccccc3C2=O)cc1	1.5	0	2	0.0	3	3	2	-3	8
Cc1ccc(-n2c(=O)c3sccc3n(CC(=O)N3CCCC3)c2=O)cc1	2.4	1	2	0.2	-3	3	17	-1	-4
O=C(Nc1ccc2c(c1)OCO2)C(c1ccccc1)N1CCN(C(=O)c2ccco2)CC1 (configuration not stated)	4.3	-14	1	0.3	5	-7	5	2	2
Cn1cnc2c(N/N=C/c3cccs3)ncnc21	1.5	-7	-3	0.0	-3	-1	-11	-4	3
O=C(Nc1cccc(Cl)c1)c1cnccn1	-0.9	0	0	0.2	0	-4	1	-1	0
O=C1c2cccc3cccc(c23)C(=O)N1OS(=O)(=O)c1ccc(Cl)cc1	1.8	5	-2	-0.1	-1	-1	-3	-6	0
CCN(CC)S(=O)(=O)c1ccc(O)c(NC(=O)c2cc(-c3cc(OC)c(OC)c(OC)c3)nc3ccccc23)c1	2.6	-13	2	-0.1	-17	10	-6	4	3
C=CCNc1nc(N)c([N+](=O)[O-])c(NCc2ccccc2)n1	0.1	-2	-5	-0.1	-1	4	-11	5	4
O=[N+]([O-])c1ccccc1/C=N/n1c(COc2ccccc2)n[nH]c1=S	3.8	5	-2	0.0	4	5	12	20*	-1
Cc1cc(NC(=O)CSc2nnc(NCc3ccco3)s2)no1	0.8	0	.	0.0	-4	.	-6	-4	.

The results go on.
SMILES	PP5 inh	JMJD2C inh	TPT1 inhibitor	Efflux pump inh	LYPLA2 counter	core dimer inh	PREPL inh	PP1 inh	Fh CTSL1 inh
CC1(C(=O)O)CCC(C(=O)Nc2ccc3ccccc3c2)C1(C)C (configuration not stated)	6.8	-6	1	0.1	-3	1	4	-1	1
O=S(=O)(NCCN1CCOCC1)c1cc(Cl)c(Cl)cc1Cl	-0.6	9	-3	0.1	5	2	10	-1	1
CSc1nc(NC(C)C)nc(N2CCOCC2)n1	1.1	.	2	0.2	1	2	-7	1	-2
CC(C)CCCC(C)NC(=O)c1cc(S(=O)(=O)N2CCCCC2)ccc1N1CCOCC1 (configuration not stated)	3.6	.	.	0.1	23	.	2	-1	.
COc1ccc(C(=O)N=C2SC3CS(=O)(=O)CC3N2c2ccccc2)cc1OC (configuration not stated)	3.9	-1	2	-0.5	11	-12	13	1	9
COc1ccc(/C=N/NC(=O)c2ccoc2C)cc1COc1c(C)cccc1C	-1.7	-5	2	0.1	-30	2	-21	-1	3
Cc1ccc2nc(C)cc(Nc3ccc([N+](=O)[O-])cc3)c2c1	3.5	-22	3	0.3	-20	3	8	0	4
CCOc1ccccc1NC(=O)C(=O)CC(=O)c1cccc(OC)c1	3.0	-6	-3	-0.1	16	5	-1	3	2
Cn1c(O)c(N=NC(=O)CNC(=O)c2ccccc2)c2cc(Br)ccc21	1.9	-5	-1	-0.2	-1	-2	5	-2	3
Cc1noc(/C=C/N(C)C)c1S(=O)(=O)N1CCC(C(=O)NC(C)(C)C)CC1	2.0	5	6	0.0	-3	-2	2	-2	-2
CN(C)CCCO[C@@H]1[C@H]2OC(C)(C)O[C@H]2O[C@@H]1[C@H](O)CO	-0.3	8	2	0.0	9	-6	6	5	-4
CCOc1ccc(C(=O)Nc2nnc(SCC(=O)NCC3CCCO3)s2)cc1 (configuration not stated)	3.6	-5	-1	-0.2	0	-10	12	2	1
O=C(O)CCNC1CCCCC1	-1.4	0	-4	-0.1	9	-1	-7	-1	-3
